RGS4 act – potentiators or activators of RGS4 | HEK293 M3R/inducible RGS4, carbachol calcium flux Fluo4; stronger effect = lower value | B-score at 10 µM | 0.92% of 310,000 active | AID 463111;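 active means B-score of the integrated calcium signal more than 4 SD below the library mean, with starting fluorescence not abnormally high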;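 further: negative B-score means reduced calcium response which marks RGS4 activation or potentiation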
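System: HEK293 FlpIn-TREx cells, stable M3R, doxycycline-inducible RGS4. Timing: overnight RGS4 induction, 30 min dye load 37 °C, 20 min compound RT. Also added: carbachol, ECmax concentration. Measured by: Fluo4 fluorescence kinetic imaging of calcium. Evaluation: integrated calcium ratio converted to B score.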
ANO1 activ – activators or potentiators of mouse TMEM16A chloride channel; Q8BHY3; HEK293 TMEM16A/YFP-H148Q/I152L, iodide quench fluorescence; stronger effect = lower value; B-score at 10 µM; 0.3% of 340,000 active;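 active means fluorescence-ratio B-score plate-corrected deviation score at least 3 library SD below zero, with starting fluorescence score within 5 deviations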;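 further: channel opened by trigger with iodide after compound preincubation; score built on the fluorescence ratio of max minus min over baseline; more negative score means more quench and so TMEM16A activation or potentiation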
KCNQ1 act – potentiates or activates the human KCNQ1 potassium channel; P51787; CHO-K1 KCNQ1, thallium flux FluxOR fluorescence; stronger effect = higher value; B-score at 10 µM; 0.35% of 310,000 active; AID 2648;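 active means fluorescence ratio B-score, a plate-corrected score, at least three library SD, with initial intensity B-score within 5 SD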
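System: Stable KCNQ1 CHO-K1 line | Incubation: 90 min dye loading and 20 min compound exposure, both at room temperature | Measure: Ratio B score | Medium: Assay buffer for compound exposure, DMSO matched across wells | Compound dosing: Single-concentration screen | Probe or stimulus: K+/Tl+ depolarizing stimulus | Measured by: Kinetic FluxOR fluorescence, 10 s baseline plus 110 s post-stimulus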
KCNK3 inh – human KCNK3 channel inhibition, primary screen. AID 602410. 0.84% of 340,000 active. O14649. B-score at 10 µM. CHO-KCNK3 thallium flux, FluxOR fluorescence; stronger effect = lower value;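 active means B-score under library mean minus 4 SD, starting fluorescence ratio at most library mean plus 5 SD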;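 further: more negative B-score means stronger inhibition of thallium flux through KCNK3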
Target sequence (O14649 whole entry, looked up): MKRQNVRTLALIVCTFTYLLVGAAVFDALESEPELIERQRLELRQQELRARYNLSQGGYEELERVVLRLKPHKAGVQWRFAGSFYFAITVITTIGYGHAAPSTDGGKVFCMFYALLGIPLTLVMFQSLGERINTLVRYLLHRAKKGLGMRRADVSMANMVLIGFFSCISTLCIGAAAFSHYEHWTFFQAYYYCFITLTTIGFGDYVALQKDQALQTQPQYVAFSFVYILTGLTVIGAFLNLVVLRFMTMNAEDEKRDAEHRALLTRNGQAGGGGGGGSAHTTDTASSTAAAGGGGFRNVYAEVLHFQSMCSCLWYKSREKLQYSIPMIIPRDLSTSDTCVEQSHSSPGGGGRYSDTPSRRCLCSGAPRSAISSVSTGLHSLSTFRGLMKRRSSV
TMEM16A inh – inhibitors of mouse TMEM16A calcium-activated chloride channel; HEK293 TMEM16A/YFP iodide influx fluorescence, ionomycin; Q8BHY3; normalized B-score (activity score, 25-100; higher = stronger inhibition) at 10 µM; 1.2% of 310,000 active;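 active means ratio plate-corrected score three or more library SD toward inhibition, starting fluorescence score within five deviations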;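 further: score derived from kinetic fluorescence span divided by baseline fluorescence per well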
KCNQ1 inh – human KCNQ1 channel inhibition. CHO-K1 KCNQ1, FluxOR thallium flux fluorescence; stronger effect = higher value. B-score at 10 µM. 1.3% of 310,000 active. AID 2642;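 active means compounds whose thallium flux B-score, printed positive for inhibition, exceeds three library SD while starting fluorescence stays within three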;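 further: channel opened by potassium depolarization with thallium stimulus after 20 min compound exposure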
hERG rescue – shields human hERG channel from block by proarrhythmic agents. AID 1511. Q12809. activation (rescue from dofetilide block), less the hit threshold, % at 10 µM. CHO-hERG, FluxOR thallium flux, dofetilide IC70 present. 0.51% of 310,000 active;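 active means activation above the mean of controls blocked by dofetilide plus 5 SD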;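 further: thallium influx through hERG after potassium depolarization seen as dye fluorescence rise; in these data hits start at about 4.7%; inactives centre near -7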
KCNK9 inh – human KCNK9 channel inhibition | Q9NPC2 | HEK293 KCNK9, FluxOR thallium flux fluorescence; stronger effect = lower value | 1.2% of 310,000 active | B-score at 10 µM | AID 488922;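 active means ratio B-score over 3 SD below the library mean, with starting fluorescence within 5 SD of its mean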;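 further: negative B-score means less thallium flux so channel inhibition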
Target sequence (Q9NPC2 whole entry, looked up): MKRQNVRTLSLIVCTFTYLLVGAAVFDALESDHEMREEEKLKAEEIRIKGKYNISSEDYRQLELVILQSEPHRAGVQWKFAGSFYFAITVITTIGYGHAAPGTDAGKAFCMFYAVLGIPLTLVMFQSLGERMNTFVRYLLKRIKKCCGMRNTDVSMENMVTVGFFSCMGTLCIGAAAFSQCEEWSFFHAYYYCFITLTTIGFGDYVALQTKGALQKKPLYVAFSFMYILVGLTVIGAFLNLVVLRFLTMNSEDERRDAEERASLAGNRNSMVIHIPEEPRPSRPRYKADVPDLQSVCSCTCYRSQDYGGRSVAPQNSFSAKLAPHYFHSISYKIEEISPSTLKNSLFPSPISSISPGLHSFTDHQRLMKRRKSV
SKKanGAS inh – blocks kanamycin growth of S. pyogenes SKKanGAS strain. BacTiter-Glo, 6 h. inhibition, % at 7.5 µM. 1.3% of 300,000 active;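 active means mean replicate score, as percent of positive control median, at least 50; inconclusive means mean below 50 but one replicate at or above 50; inactive means mean and every replicate below 50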;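 further: strain carries kanamycin resistance gene driven by streptokinase promoter and grows in 40 µg/ml kanamycin; loss of luminescence reflects streptokinase promoter inhibition or plain growth inhibition; 0% = median of DMSO wells and 100% = positive control at its reference dose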
RGS4 block – inhibitors of human RGS4. 0.45% of 310,000 active. B-score at 10 µM. P49798. AID 463165. HEK293 M3R/RGS4 inducible, Fluo-4 calcium flux; stronger effect = higher value; triggered by carbachol at its EC20;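 active means B-score, a plate-corrected calcium signal, over three deviations above library mean, with baseline fluorescence within five deviations of library mean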;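 further: RGS4 expression induced by doxycycline in cells with stable M3 receptor; B-score is computed from the integrated fluorescence ratio over baseline after carbachol; higher B-score means a larger calcium signal and so more RGS4 inhibition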
Target sequence (P49798 whole entry, looked up): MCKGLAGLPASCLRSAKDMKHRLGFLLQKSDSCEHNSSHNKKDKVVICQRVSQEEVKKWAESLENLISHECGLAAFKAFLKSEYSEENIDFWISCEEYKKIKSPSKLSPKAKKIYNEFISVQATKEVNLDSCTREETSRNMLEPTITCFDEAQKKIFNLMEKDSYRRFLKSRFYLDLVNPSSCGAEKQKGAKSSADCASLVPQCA
HDAC3 inhib – human HDAC3 inhibition. inhibition, % at 8.3 µM. O15379. AID 2718. recombinant HDAC3, fluorogenic peptide/trypsin coupled, fluorescence. 0.15% of 320,000 active; in the data active means inhibition above about 26%, passing the limit was not always enough; inconclusive means no clear call, values can overlap the other calls
Numbers without * were called inactive; i = inactive; ? = inconclusive; · = not tested or not shown.

Compound	HDAC3 inhib	SKKanGAS inh	RGS4 act	KCNK3 inh	ANO1 activ	TMEM16A inh	KCNK9 inh	RGS4 block	KCNQ1 act	hERG rescue	KCNQ1 inh
Cc1cc(=O)oc2cc(NC(=O)CC3(CC(=O)O)CCCC3)ccc12	-64	7	i	i	i	i	i	i	i	-6	i
Cc1ccc(/C=N/n2c(COc3ccccc3)n[nH]c2=S)s1	6	-3	i	i	i	i	i	i	i	-9	i
O=C(CC(Nc1ccc(Cl)cc1)C(=O)O)c1ccccc1 (stereo not given)	8	5	i	i	i	i	i	i	i	-5	i
CCN(CC)C(=O)c1ccccc1NC(=O)c1ccccc1C	5	4	i	i	i	i	i	i	i	3	i
COc1ccc(OCc2nc(C#N)c(N3CCN(c4ccc(OC)cc4)CC3)o2)cc1	·	-2	i	i	i	·	i	i	i	-10	i
Cn1c(=O)oc2cc(S(=O)(=O)N3CCN(c4ccc(F)cc4)CC3)ccc21	-3	-2	i	i	i	i	i	i	i	-9	i
Cc1ccc(NC(=O)C[n+]2cc(-c3ccc(C)cc3)n3c2CCC3)cc1	6	-1	i	i	i	i	i	i	i	-15	i
CCCCCCSc1nnc2[nH]c(=O)cc(N)n12	3	3	i	i	i	i	i	i	i	-5	i
COc1ccc(C(=O)Nc2ccccc2C(=O)N/N=C/c2cccc3ccccc23)cc1	13	26	i	i	i	i	-8.5*	i	i	-14	i
N#CCCNC(=O)Cn1c(COc2ccc(Cl)cc2)nc2ccccc21	?	1	i	i	i	i	i	i	i	-7	i
O=C(/C=C/c1ccccc1Cl)N(Cc1ccc(Cl)cc1)C1CCS(=O)(=O)C1 (stereo not given)	6	8	i	i	i	i	-8.2*	i	i	-3	i
COc1ccc(CC(=O)c2ccc(O)cc2O)cc1OC	7	-2	i	i	i	i	i	i	i	-11	i
Cc1cccc(NC(=O)c2cc3c(=O)n4ccccc4nc3s2)c1	0	-2	i	i	i	i	i	i	i	-3	i
COc1ccc2nc(COC(=O)c3cccs3)c(C(C)=O)[n+]([O-])c2c1	11	2	i	i	i	i	i	i	i	-8	i
COc1ccc(C(=O)Nc2c(-c3cccs3)c(=O)c3ccccc3n2C)cc1	0	-7	i	i	i	i	i	i	i	-4	i
N#C/C(=C\c1ccc(OCC(N)=O)cc1)S(=O)(=O)c1ccccc1	0	0	i	i	i	i	i	i	i	-10	i
Cc1cc(C)c(S(C)(=O)=O)c(N(C)N)n1	9	7	i	i	i	i	i	i	i	-5	i
CCOC(=O)C1=NN(C(=O)c2ccc(OC)cc2)C(O)(c2ccc(Cl)cc2)C1 (stereo not given)	4	53*	i	i	i	i	i	i	56*	40*	i
CC(=O)Nc1ccc(NC(=O)C(C)OC(=O)c2ccc(OCc3c(C)noc3C)cc2)cc1 (stereo not given)	-6	-6	i	i	i	i	i	i	i	-9	i
Cc1cccc(NC(=O)NCc2ccc3c(c2)OCO3)c1	-9	?	i	i	i	i	i	i	i	-2	i

Next section
Compound	HDAC3 inhib	SKKanGAS inh	RGS4 act	KCNK3 inh	ANO1 activ	TMEM16A inh	KCNK9 inh	RGS4 block	KCNQ1 act	hERG rescue	KCNQ1 inh
O=C1CC(NCCN2CCOCC2)C(=O)N1Cc1ccc(N2CCCC2=O)cc1 (stereo not given)	-1	0	i	i	i	i	i	i	i	-2	i
CC1CC(=O)N(CC(=O)NCc2ccco2)c2ccccc2S1 (stereo not given)	5	-14	i	i	i	i	i	i	i	-16	i
O=C(COc1cccc2ccccc12)N/N=C/c1ccccc1OCc1ccc(C(=O)O)cc1	7	13	i	i	i	100*	i	i	i	-14	11*
COc1ccc(NC(=O)C2CCN(S(=O)(=O)c3ccc(C)cc3)CC2)cc1OC	1	-5	i	i	i	i	i	i	i	-6	i
O=S(=O)(c1ccccc1)N1CC=C(c2ccccc2)CC1	-2	0	i	i	i	i	i	i	i	1	i
COc1ccc2[nH]c3c(c2c1)[C@@H]1CCN2C(=O)CCC[C@H](C3)[C@H]12	-1	8	i	i	i	i	i	i	i	-5	i
O=C(c1ccccc1)c1ncc(C(F)(F)F)cc1Cl	11	-12	i	i	i	i	i	i	i	-12	i
COc1ccc(CC(=O)NCC2CCCN(Cc3ccc(OC)cc3F)C2)cc1 (stereo not given)	2	3	i	i	i	i	i	i	i	-6	i
CC(=O)Nc1ccc(S(=O)(=O)Nc2ccc(F)c([N+](=O)[O-])c2)cc1	-5	4	i	i	i	i	i	i	i	-14	i
CC(=O)Nc1ccc(Nc2c3c4c(cccc4n(C)c2=O)C(=O)c2ccccc2-3)cc1	11	19	i	i	i	i	i	i	i	-6	i
CCc1nn(CC(=O)N2CC(C)CC(C)C2)c(=O)c2cccn12 (stereo not given)	-3	-6	i	i	i	i	i	i	i	-5	i
CCn1c(SCC(=O)Nc2ccc(C(C)=O)cc2)nc2nc3c(cc2c1=O)COC(C)(C)C3	4	0	i	i	i	i	i	i	i	-1	i
Cc1ccc(-n2c(=O)c3sccc3n(CC(=O)NCc3ccco3)c2=O)cc1F	9	-3	i	i	i	i	i	i	i	-10	i
Cc1ccc(C2CC(C(F)(F)F)n3nc(C(=O)NCC4CCCO4)cc3N2)cc1 (stereo not given)	·	-10	i	·	·	·	i	i	i	-2	i
CCn1c(-c2cc(OC)ccc2OC)csc1=Nc1c(C)n(C)n(-c2ccccc2)c1=O	8	4	i	i	i	i	i	i	i	3	i
O=C(Nc1ccc(S(=O)(=O)N2CCOCC2)cc1)c1ccc2c(c1)OCO2	·	9	i	i	i	i	i	i	i	-7	i
O=c1cc[nH]c2ccc(OC(F)(F)F)cc12	·	-1	i	i	i	i	i	i	i	-7	i
Cc1noc(C)c1CSc1nnc2ccc3ccccc3n12	-2	-4	i	i	i	i	i	i	i	-9	i
Cc1onc(-c2ccccc2Cl)c1C(=O)Nc1ccccc1O	-4	-4	i	i	i	i	i	i	i	0	i
CC(C)(C)C(=O)N1c2ccccc2CCc2ccccc21	6	-11	i	i	i	i	i	i	i	-13	i

Continued.
Compound	HDAC3 inhib	SKKanGAS inh	RGS4 act	KCNK3 inh	ANO1 activ	TMEM16A inh	KCNK9 inh	RGS4 block	KCNQ1 act	hERG rescue	KCNQ1 inh
Cc1ccccc1NC(=O)NCc1ccccn1	0	-12	i	i	i	i	i	i	i	-10	i
COc1ccc(C(=O)Nn2cnnc2)cc1	-1	0	i	i	i	i	i	i	i	-6	i
Cc1noc(C)c1CSCC(=O)N(C)CC(=O)Nc1ccccc1Br	-2	-3	i	i	i	i	i	i	i	-11	i
C/C(=N\OCC(=O)Nn1c(=O)[nH]c2ccccc2c1=O)c1ccccc1	-1	0	i	i	i	i	i	i	i	-6	i
C=CCN1C(=O)C2C(C(=O)NCc3ccccc3)C3(C)C=CC2(O3)C1C(=O)NC(C)(C)C (stereo not given)	-4	-19	i	i	i	i	i	i	i	-9	i
N#CCCCCn1c(-c2cncs2)nc2ccccc21	4	1	i	i	i	i	i	i	i	-7	i
CCC1CCCCN1CCCNC(=O)c1ccc(CS(=O)(=O)c2ccccc2OC)o1 (stereo not given)	2	-1	i	i	i	i	i	i	i	-4	i
Cc1cc(C)cc(-n2nnnc2-c2cn(C)nc2C(F)(F)F)c1	0	-6	i	i	i	i	i	i	i	-5	i
O=C(CSc1nc2scc(-c3ccco3)c2c(=O)n1-c1ccccc1)N1CCOCC1	?	4	i	i	i	i	i	i	i	-7	i
COc1ccc(CC(=O)NC(C)c2ccc3ccccc3c2)cc1 (stereo not given)	-4	6	i	i	i	i	i	i	i	-3	i
Cc1cc(C)n(-c2nc3ccccc3nc2N2CCC(C)CC2)n1	5	-7	i	i	i	i	i	i	i	-14	i
CCOC(=O)Cc1csc(/N=C/c2c(O)n(-c3ccccc3C(F)(F)F)c(=O)c3ccccc23)n1	8	3	i	i	i	i	i	i	i	-24	i
FC(F)(F)c1cccc(OCC2CNC(=S)O2)c1 (stereo not given)	0	-6	i	i	i	i	i	i	i	-12	i
Cc1cccc(NC(=S)NCCc2c[nH]c3ccccc23)c1	-5	-2	i	i	i	i	i	i	i	-8	i
Cc1nn(CC(=O)NCCc2ccc(Cl)cc2)c(=O)c2cccn12	-3	1	i	i	i	i	i	i	i	-15	i
CCn1c(SCCC(C)C)nnc1-c1c[nH]c2ccccc12	·	1	i	i	i	i	i	i	i	-5	6*
O=C(/C=C/c1cnc2ccccc2n1)NC1CCCCCC1	0	3	i	i	i	i	i	i	i	-4	i
Cc1cccc(C2c3[nH]c4ccccc4c3CCN2C(=O)CN2CCOC2=O)n1 (stereo not given)	2	4	i	i	i	i	i	i	i	-4	i
O=C(Cc1ccc(Cl)cc1)c1c[nH]c(C(=O)NCCCn2ccnc2)c1	-2	-3	i	i	i	i	i	i	i	-13	i
CCOC(=O)N1CCN(c2c(N3CCN(c4ccc(OC)cc4)CC3)c(=O)c2=O)CC1	2	4	i	i	i	i	i	i	i	2	i

Other results
Compound	HDAC3 inhib	SKKanGAS inh	RGS4 act	KCNK3 inh	ANO1 activ	TMEM16A inh	KCNK9 inh	RGS4 block	KCNQ1 act	hERG rescue	KCNQ1 inh
CCOc1ccc(C(=O)CSCCC(=O)O)cc1	1	-8	i	i	i	i	i	i	i	-6	i
OC(CNCc1cccs1)c1ccccc1 (stereo not given)	2	0	i	i	i	i	i	i	i	-2	i
C=CCNc1nc2c(c(=O)[nH]c(=O)n2C)n1CCCCC	3	-5	i	i	i	i	i	i	i	-7	i
Cc1ccc(Sc2ccc(C(=O)NC(C)C)cc2[N+](=O)[O-])cc1	2	5	i	i	i	i	i	i	i	-12	i
O=C1COc2ccc(C(=O)COC(=O)c3ccco3)cc2N1	-1	0	i	i	i	i	i	i	i	-10	i

Random excerpt: 3 entries already listed.
Compound	HDAC3 inhib	SKKanGAS inh	RGS4 act	KCNK3 inh	ANO1 activ	TMEM16A inh	KCNK9 inh	RGS4 block	KCNQ1 act	hERG rescue	KCNQ1 inh
O=C1COc2ccc(C(=O)COC(=O)c3ccco3)cc2N1	-1	0	i	i	i	i	i	i	i	-10	i
CCOc1ccc(C(=O)CSCCC(=O)O)cc1	1	-8	i	i	i	i	i	i	i	-6	i
OC(CNCc1cccs1)c1ccccc1 (stereo not given)	2	0	i	i	i	i	i	i	i	-2	i
